PolyA inh: blocks polyadenylation in yeast reporter cells; calls only at 12 µM; AID 1875; S. cerevisiae SKY197-pL101 polyadenylation reporter, beta-gal luminescence; efflux-impaired pdr1/pdr3 knockout yeast; score 100 = 6 SD above DMSO; 300,000 tested, 0.02% active;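 active = lowest replicate activity score at least 50, where 100 means six control SD above control mean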;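 note: yeast exposed to compound for 9 h at 30 °C; higher score means more reporter readthrough which indicates perturbed polyadenylation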
GSK3B inh: blocks human GSK3beta kinase activity; 300,000 tested, 0.038% active; P49841; activity score (negative = inhibition), % at 10 µM; GST-GSK3beta kinase, ADP-Glo luminescence, 60 min; stronger effect = lower value;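 active = more than half of replicate wells score below -50%, meaning over 50% inhibition versus plate controls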;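 note: 0% = median DMSO wells and -100% = median GW8510 positive control wells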
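Test system: GST-fused GSK3beta enzyme, cell-free | Quantity: 1.6 ng GST-GSK3beta enzyme per well | Reagent: 25 µM ATP with peptide substrate | Schedule: 60 min enzyme reaction, room temperature | Signal: Luminescent ADP-Glo measurement of ADP formed | Read-out basis: Score relative to plate controls | Control set: DMSO and 20 µM GW8510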
RGS4 pot: potentiators or activators of RGS4 | HEK293 M3R/inducible RGS4, carbachol calcium flux Fluo4; stronger effect = lower value | B-score at 10 µM | 310,000 tested, 0.92% active | AID 463111;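 active = B-score of the integrated calcium signal more than 4 SD below the library mean, with starting fluorescence not abnormally high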;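 note: negative B-score means reduced calcium response which marks RGS4 activation or potentiation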
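test system = HEK293 cells with stable M3R and inducible RGS4 | schedule = recording 10 s baseline at 1 Hz, 100 s post-agonist | technique = Fluo4-AM (2 µM) calcium-flux fluorescence, kinetic read | measure = Agonist-evoked peak-minus-minimum fluorescence over baseline, integrated ratio, B score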
KCNK3 block: human KCNK3 channel inhibition, primary screen; O14649; CHO-KCNK3 thallium flux, FluxOR fluorescence; stronger effect = lower value; B-score at 10 µM; 340,000 tested, 0.84% active;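 active = B-score under library mean minus 4 SD, starting fluorescence ratio at most library mean plus 5 SD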;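 note: more negative B-score means stronger inhibition of thallium flux through KCNK3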
hERG rescue: hERG (human) protection from proarrhythmic block. Q12809. CHO-hERG, FluxOR thallium flux, dofetilide IC70 present. 310,000 tested, 0.51% active. activation (rescue from dofetilide block), less the hit threshold, % at 10 µM;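 active = activation above the mean of controls blocked by dofetilide plus 5 SD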;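 note: thallium influx through hERG after potassium depolarization seen as dye fluorescence rise; in these data hits start at about 4.7%; inactives centre near -7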
HDAC3 inhib: human HDAC3 inhibition. O15379. recombinant HDAC3, fluorogenic peptide/trypsin coupled, fluorescence. inhibition, % at 8.3 µM. 320,000 tested, 0.15% active. AID 2718; in the data active = inhibition above about 26%, passing the limit was not always enough
KCNQ1 act: potentiates or activates the human KCNQ1 potassium channel; CHO-K1 KCNQ1, thallium flux FluxOR fluorescence; stronger effect = higher value; AID 2648; P51787; B-score at 10 µM; 310,000 tested, 0.35% active;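 active = fluorescence ratio B-score, a plate-corrected score, at least three library SD, with initial intensity B-score within 5 SD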
Target sequence (P51787 whole entry, looked up): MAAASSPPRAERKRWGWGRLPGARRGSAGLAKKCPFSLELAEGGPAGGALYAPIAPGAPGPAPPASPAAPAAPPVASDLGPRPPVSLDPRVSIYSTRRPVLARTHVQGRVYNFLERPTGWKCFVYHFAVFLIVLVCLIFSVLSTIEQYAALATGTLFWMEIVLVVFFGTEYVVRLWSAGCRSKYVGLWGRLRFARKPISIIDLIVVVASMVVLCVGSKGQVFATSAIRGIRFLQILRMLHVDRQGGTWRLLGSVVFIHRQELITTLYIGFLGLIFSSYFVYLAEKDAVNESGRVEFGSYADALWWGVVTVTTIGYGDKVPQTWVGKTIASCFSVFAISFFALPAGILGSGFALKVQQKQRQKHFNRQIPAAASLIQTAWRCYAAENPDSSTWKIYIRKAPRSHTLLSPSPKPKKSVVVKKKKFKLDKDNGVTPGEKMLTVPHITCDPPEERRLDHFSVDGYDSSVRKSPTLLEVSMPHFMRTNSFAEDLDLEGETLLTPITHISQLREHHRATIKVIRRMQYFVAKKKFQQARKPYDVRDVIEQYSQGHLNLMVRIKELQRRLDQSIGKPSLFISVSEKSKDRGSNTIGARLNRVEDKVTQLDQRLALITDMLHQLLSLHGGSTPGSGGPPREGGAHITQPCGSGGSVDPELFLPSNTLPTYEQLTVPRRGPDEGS
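assay system = CHO-K1 cells stably expressing KCNQ1 | medium = assay buffer, equal DMSO in all wells | timing = 37 °C overnight plating, 90-min dark dye load, 20-min compound pretreatment | measured by = kinetic FluxOR thallium fluorescence, 10-s 1-Hz baseline, 110-s post-stimulus read | measure = fluorescence change relative to baseline, converted to B score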
KCNQ1 inh: inhibitors of human KCNQ1 potassium channel. P51787. CHO-K1 KCNQ1, FluxOR thallium flux fluorescence; stronger effect = higher value. B-score at 10 µM. 310,000 tested, 1.3% active. AID 2642;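 active = compounds whose thallium flux B-score, printed positive for inhibition, exceeds three library SD while starting fluorescence stays within three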;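 note: channel opened by potassium depolarization with thallium stimulus after 20 min compound exposure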
KCNK9 block: blocks the human KCNK9 two-pore domain potassium channel; Q9NPC2; HEK293 KCNK9, FluxOR thallium flux fluorescence; stronger effect = lower value; B-score at 10 µM; 310,000 tested, 1.2% active;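 active = ratio B-score over 3 SD below the library mean, with starting fluorescence within 5 SD of its mean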;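 note: negative B-score means less thallium flux so channel inhibition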
Target sequence (Q9NPC2 whole entry, looked up, the tested form may be a part): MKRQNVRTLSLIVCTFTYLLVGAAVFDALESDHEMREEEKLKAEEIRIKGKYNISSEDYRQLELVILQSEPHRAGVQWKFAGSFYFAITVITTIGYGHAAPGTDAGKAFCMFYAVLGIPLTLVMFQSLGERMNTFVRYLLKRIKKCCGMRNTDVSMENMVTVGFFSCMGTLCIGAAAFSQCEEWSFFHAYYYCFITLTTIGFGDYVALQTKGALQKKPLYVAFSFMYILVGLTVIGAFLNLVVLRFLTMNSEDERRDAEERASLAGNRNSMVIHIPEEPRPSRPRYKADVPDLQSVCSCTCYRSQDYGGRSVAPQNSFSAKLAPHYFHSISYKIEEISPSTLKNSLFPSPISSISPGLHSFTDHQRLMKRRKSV
GSK3 alpha inh: inhibitors of human GSK-3 alpha kinase; P49840; 320,000 tested, 0.1% active; ADP-Glo luminescence, 60 min; inhibition, % at 10 µM; AID 2650;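 in the data active = inhibition above about 50%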;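 note: GST-tagged GSK-3 alpha with peptide substrate and 25 µM ATP; 0% = DMSO neutral wells and 100% = GW8510 positive control wells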
Dyrk1A ADPGlo: inhibitors of rat Dyrk1A kinase; ADP-Glo luminescence, NFATc1 peptide; inhibition, % at 12.5 µM; 310,000 tested, 0.43% active; in the data active = inhibition above about 50%;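 note: plate controls were vehicle with enzyme for no effect and no enzyme for full effect; many of its hits are not listed in these tables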
* hit, by the source's call; i = inactive; / = not tested or not shown.

SMILES	PolyA inh	GSK3B inh	RGS4 pot	KCNK3 block	hERG rescue	HDAC3 inhib	KCNQ1 act	KCNQ1 inh	KCNK9 block	GSK3 alpha inh	Dyrk1A ADPGlo
Cc1c(C(=O)N(C)C(C)c2ccccn2)oc2c(F)cccc12 (centres undefined)	i	-1	i	i	-4	-2	i	i	i	4	/
CCOC(=O)N1CCN(C(=O)Cc2cccs2)CC1	i	-4	i	i	-6	-2	i	i	i	0	-5
Cc1cc(-c2ccc(C(C)C)c(S(=O)(=O)N3CC(=O)Nc4ccccc43)c2)on1	i	0	i	i	-12	15	i	i	i	-1	2
CCNC(=O)C1CCCc2c1[nH]c1ccc(Cl)cc21 (centres undefined)	i	2	i	i	-4	-3	i	i	i	-4	1
O=C(c1ccc2[nH]c(=O)c(=O)[nH]c2c1)N1CCN(Cc2ccccc2)CC1	i	1	i	i	-5	2	i	i	i	0	8
Cc1ccc(C)c(S(=O)(=O)N2CCN(C(C(=O)Nc3ccc(F)cc3)c3ccccc3)CC2)c1 (centres undefined)	i	-29	i	i	-12	-2	i	i	i	-2	-3
Cc1ccc2nc(Cl)c3nnnn3c2c1	i	3	i	i	-24	/	i	i	i	-1	2
COc1ccc(NC2=C(C(C)=O)C(c3ccc(OC)c(OC)c3)C(C(C)=O)C(C)(O)C2)cc1 (centres undefined)	i	-2	i	i	-7	4	i	i	i	-2	-2
Cn1c(=O)c2[nH]c(CN3CCN(Cc4ccccc4)CC3)nc2n(C)c1=O	i	-2	i	i	-2	-8	i	i	i	7	-6
COc1ccc(Nc2nc3ccccc3nc2NS(=O)(=O)c2ccc(NC(C)=O)cc2)cc1	i	2	i	i	-14	6	i	i	i	-1	-7
Cc1nc2cnccc2n1C	i	1	i	i	-9	1	i	i	i	-2	2
CCOC(=O)Nc1oc2ccccc2c(=O)c1CN1CCOCC1	i	2	i	i	-22	-1	i	i	i	-3	6
O=c1[nH]c(C2CCCN(S(=O)(=O)c3ccccc3F)C2)nc2c1nnn2Cc1ccccc1Cl (centres undefined)	i	/	i	i	-9	-5	i	i	i	-1	1
O=c1[nH]c(SCc2cccc(Cl)c2)nc2c1CCCC2	i	/	i	i	-8	1	i	i	i	0	-2
CN(C)c1ccc(N=Nc2nc3ccccc3n2C)cc1	i	-4	i	i	-8	8	i	i	i	11	33
Cc1ccc(O)c(N=NC2=C(O)CC(C)(C)CC2=O)c1	i	1	i	i	-4	1	i	i	i	-2	-5
COc1ccc(C(=O)NCC(=O)N=Nc2c(O)n(Cc3ccccc3)c3ccccc23)cc1OC	i	1	i	i	-2	4	i	i	i	-2	-4
CC(=O)Nc1ccc(S(=O)(=O)N2CCc3ccccc3C2)cc1	i	-1	i	i	-13	6	i	i	i	1	-2
Cc1ccc(N2C(=O)/C(=C\c3ccco3)SC2=S)cc1	i	3	i	i	-15	0	i	i	i	-3	-8
O=C(NC(=S)Nc1ccc2[nH]c(=O)[nH]c2c1)c1cc(Br)ccc1Cl	i	-2	i	i	-7	/	i	i	i	1	-1
CCCn1c(SCC(=O)NC(=O)NC(C)(C)C)n[nH]c1=O	i	-1	i	i	-8	-1	i	i	i	0	4
CCn1cnc2c1c(=O)n(Cc1ccc(C(=O)OC)cc1)c(=O)n2Cc1ccccc1	i	2	i	i	-5	-8	i	i	i	-1	14
CC(C)c1ccc(/C=C/C(=O)Nc2ccc(CN3CCOCC3)cc2)cc1	i	4	-8.2*	i	-11	5	i	i	i	-3	/
O=C(N/C(=C/c1cccnc1)C(=O)N1CCCCCC1)c1ccccc1	i	0	i	i	-2	4	i	i	i	-2	2
CC12CCC(=O)N1C(C(=O)Nc1ccccc1F)CS2 (centres undefined)	i	-1	i	i	-17	1	i	i	i	-1	-2
CN(C)c1ccc(NC(=O)Nc2ccc3c(c2)nnn3C)cc1	i	-3	i	i	-10	-5	i	i	i	0	3
O=C(NCCc1ccccc1)C1CC(c2ccccc2O)=NO1 (centres undefined)	i	2	i	i	-8	3	i	i	i	-4	-2
Cc1[nH]nc(NNC(=O)c2ccccc2)c1[N+](=O)[O-]	i	2	i	i	-4	7	i	i	i	-1	-6
CC1CCN(c2ccc(/C=N/n3nnnc3N)cc2[N+](=O)[O-])CC1	i	1	i	i	-14	-4	i	i	i	-3	-4
COC(=O)N/N=C/c1cc(Cl)cc(Cl)c1OCc1ccccc1F	i	3	i	i	-5	9	i	i	i	-1	1
CCN(CC)C(=O)N1CCN(Cc2ccc3c(c2)OCO3)CC1	i	1	i	i	-9	2	i	i	i	15	-7
COc1ccc(CCN=C(N)NS(=O)(=O)c2ccc3ccccc3c2)cc1	i	-1	i	i	-9	-2	i	i	i	0	3
CC1(C)CC(CCC(=O)Nc2ccccc2Cl)C(=O)O1 (centres undefined)	i	5	i	i	-2	9	i	i	i	-1	1
Cc1ccc(C(=O)OCC(=O)N(C)C2CCS(=O)(=O)C2)cc1S(=O)(=O)N1CCOCC1 (centres undefined)	i	-2	i	i	-15	-2	i	i	i	1	-3
CCc1nc2ccc(C(=O)N3CCN(c4cccc(OC)c4)CC3)cc2nc1CC	i	1	i	i	-12	2	i	i	i	-1	4
COc1ccc(-c2nn(CCC(=O)O)cc2CCC(=O)O)cc1	i	-3	i	i	0	-2	i	i	i	-1	6
Cc1ccc(CN2CCN(Cc3cn[nH]c3C3CCCCC3)CC2CCO)cc1 (centres undefined)	i	2	i	i	-15	-7	i	i	i	-4	0
CC(c1ccc(O)cc1)(c1ccc(O)cc1)c1ccc(CCBr)cc1	i	2	i	i	-10	7	i	i	i	-3	7
CCN1/C(=C/c2cc[n+](CCCS(=O)(=O)[O-])c3ccccc23)Sc2ccccc21	i	0	i	i	-8	13	i	i	i	5	9
COC(=O)c1ccccc1NC(=O)N1CCN(c2ccc(F)cc2)CC1	i	-4	i	-11*	-20	-1	i	i	i	-1	0

3 compounds already listed, arranged by the number in HDAC3 inhib, high to low:
SMILES | PolyA inh | GSK3B inh | KCNK3 block | HDAC3 inhib | KCNQ1 act | KCNQ1 inh | KCNK9 block | GSK3 alpha inh | Dyrk1A ADPGlo
CC(c1ccc(O)cc1)(c1ccc(O)cc1)c1ccc(CCBr)cc1 | i | 2 | i | 7 | i | i | i | -3 | 7
COc1ccc(C(=O)NCC(=O)N=Nc2c(O)n(Cc3ccccc3)c3ccccc23)cc1OC | i | 1 | i | 4 | i | i | i | -2 | -4
Cn1c(=O)c2[nH]c(CN3CCN(Cc4ccccc4)CC3)nc2n(C)c1=O | i | -2 | i | -8 | i | i | i | 7 | -6

Continued:
SMILES	PolyA inh	GSK3B inh	RGS4 pot	KCNK3 block	hERG rescue	HDAC3 inhib	KCNQ1 act	KCNQ1 inh	KCNK9 block	GSK3 alpha inh	Dyrk1A ADPGlo
CCCc1nc2ccccc2c(C(=O)OCC(=O)Nc2ccc(S(=O)(=O)N3CCOCC3)cc2)c1CC	i	0	i	i	-14	1	i	i	i	11	12
COC(=O)c1ccc(CNC(=O)c2c3c(nc4ccccc24)CCN(Cc2ccccc2)C3)cc1	i	2	i	i	-11	-8	i	i	i	6	-5
COc1ccc(C2=NN(C(=O)CSC3=NN4CCCC(=O)N=C4S3)C(c3cccc(OC)c3OC)C2)cc1 (centres undefined)	i	1	i	i	-13	3	i	i	i	-2	4
CCSc1nnc(NC(=O)c2csc3c2CCC(C)C3)s1 (centres undefined)	i	7	i	i	-14	-4	i	i	i	-1	-2
Cc1nn(C)cc1-c1csc(N)n1	i	-6	i	i	1	3	i	i	i	1	-6
CCn1cc(CNC(=O)c2cc(COc3ccc(F)cc3F)on2)cn1	i	4	i	i	-13	2	i	i	i	-1	-36
Cc1ccc(N(C(=O)NC2CCCCC2)C2=NCCCCC2)cc1	i	1	i	i	-7	/	i	i	i	1	-3
Cn1nnnc1SCC(=O)N1CCN(C(c2ccccc2)c2ccccc2)CC1	i	0	i	i	-13	5	i	i	i	0	3
COc1cc(O)c(NC(C)=O)c2nonc12	i	0	i	i	-10	-3	i	i	i	-2	-7
CC(C)(C)C(=O)Nc1c2c(nn1-c1ccc(F)cc1)CSC2	i	-1	i	i	-4	-6	i	i	i	-2	-2
CCOC(=O)C1(Cc2cccc(F)c2)CCN(C(=O)C2CCCO2)CC1 (centres undefined)	i	3	i	i	-3	-9	i	i	i	-1	1
O/N=C(\c1ccc(Cl)cc1)c1cc2ccccc2o1	i	3	i	i	-8	8	i	i	i	2	8
O=C1CCCC(O)=C1Sc1cc(Cl)c(Cl)cc1Cl	i	-2	i	i	-5	4	i	i	i	-2	/
CCc1nc2sc3c(=O)n(N)cnc3c2c2c1COC(C)(C)C2	i	1	i	/	0	-26	i	i	i	0	/
CCO[C@H]1OC(C(=O)N2CCN(Cc3ccc4c(c3)OCO4)CC2)=C[C@@H](c2ccc(C(F)(F)F)cc2)[C@@H]1CCCO	i	7	i	i	-15	5	i	i	i	-5	12
COc1ccc(-n2c(C)cc(C(=O)CSc3nnc(-c4cccs4)o3)c2C)cc1	i	4	i	i	-32	-5	i	i	i	-2	3
COc1ccc(N2C(=O)CN=C2Nc2nc(C)cc(C)n2)cc1OC	i	/	i	i	-7	4	i	i	i	-2	-5
O=C1CN(C(=O)c2ccccc2)C(c2ccccc2)c2cc(F)ccc2N1 (centres undefined)	i	-1	i	i	-15	1	i	i	i	-1	-5
O=C(NCCN1CCCC1)C1COc2ccccc2O1 (centres undefined)	i	0	i	i	-17	-1	i	i	i	-1	2
COc1cccc(C(=O)Nc2ccc(NC(=O)C3CCCCC3C(=O)O)cc2)c1 (centres undefined)	i	4	i	i	-4	3	i	i	i	1	3
CC1CCN(Cc2c(C(=O)N/N=C/c3cccc(Cl)c3)nnn2-c2nonc2N)CC1	i	1	i	i	-2	9	i	i	i	29	2
CCOCCCNS(=O)(=O)c1ccc2c(c1)CCN2C(=O)CC	i	-2	i	i	-4	-4	i	i	i	-1	-2
O=C(COC(=O)CCCN1C(=O)c2cccc3cccc(c23)C1=O)Nc1ccc(Cl)cc1	i	3	i	i	-8	2	i	i	i	-3	0
COc1ccccc1-c1cn(S(=O)(=O)c2ccc(F)cc2)nc1N	i	-3	i	i	-2	1	i	i	i	-2	-5
C=CCNc1sc(C(=O)C(C)(C)C)c(N)c1C#N	i	0	i	i	4	5	i	i	i	-13	-1
CN(c1ccc(C(=O)N2CCOCC2)cc1)S(C)(=O)=O	i	-3	i	i	-9	-2	i	i	i	-3	-3

Assay outcomes deposited in PubChem by several laboratories.

A portion of the library. The share of hits here may be higher or lower than overall.
